GSK3 alpha inh – human GSK-3 alpha kinase inhibition; P49840; ADP-Glo luminescence, 60 min; inhibition, % at 10 µM; 320,000 tested, 0.1% active; AID 2650;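 in the data active = inhibition above about 50%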;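 also: GST-tagged GSK-3 alpha with peptide substrate and 25 µM ATP; 0% = DMSO neutral wells and 100% = GW8510 positive control wells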
Target sequence (P49840 whole entry, looked up): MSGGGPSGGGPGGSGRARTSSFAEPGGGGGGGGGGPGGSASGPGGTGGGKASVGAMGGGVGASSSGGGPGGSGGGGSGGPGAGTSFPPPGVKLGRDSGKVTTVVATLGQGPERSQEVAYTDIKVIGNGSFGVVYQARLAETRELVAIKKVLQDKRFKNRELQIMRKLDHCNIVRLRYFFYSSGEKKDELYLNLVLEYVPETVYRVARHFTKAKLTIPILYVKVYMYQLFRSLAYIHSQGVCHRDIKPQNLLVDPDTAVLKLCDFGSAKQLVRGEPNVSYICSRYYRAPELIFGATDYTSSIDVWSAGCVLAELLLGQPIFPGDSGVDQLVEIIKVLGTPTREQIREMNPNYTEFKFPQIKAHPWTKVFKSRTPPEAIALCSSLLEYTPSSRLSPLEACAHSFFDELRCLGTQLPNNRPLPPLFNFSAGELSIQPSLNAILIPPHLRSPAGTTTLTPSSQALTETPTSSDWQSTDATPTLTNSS
The depositor's hits bear a star. Not all compounds are listed (hit frequency here may not be typical).

Screening Cc1ccc(C(=O)NCN2CCN(c3ccc(F)cc3)CC2)cc1 returned GSK3 alpha inh -2.
O=C(COC(=O)c1cc(=O)[nH]c2ccccc12)NCCc1ccccc1 was read as GSK3 alpha inh 2.
`Cc1ccccc1[C@]1(C)ON(c2ccccc2C(F)(F)F)C1=O` gave GSK3 alpha inh 1.
`CN(C)c1ccc(-c2ccc3oc(-c4ccsc4)cc(=O)c3c2)cn1` gave GSK3 alpha inh -1.
Screening Cc1ccccc1OCC(=O)OCC(=O)NCc1ccc2c(c1)OCO2 returned GSK3 alpha inh -1.
Cc1nn(-c2ccccc2)c(C)c1C(=O)OC(C)C(=O)NC1CCCCC1C (stereo not drawn) was read as GSK3 alpha inh 0.
Screening CC(=O)c1ccc(OCCCC(=O)NNC(=O)c2ccccn2)cc1 returned GSK3 alpha inh -4.
For Cc1ccsc1C(=O)OCc1nnc(-c2ccccc2)o1 the results were GSK3 alpha inh -2.
Screening Cc1cccc(CCN2CCN=C2Nc2ccccc2)c1 returned GSK3 alpha inh -1.
Cc1ccc(NC(=O)C2=NNC(=O)CC2)cc1S(=O)(=O)Nc1ccc(SC(F)F)cc1 was read as GSK3 alpha inh 0.
`CCc1ccccc1Nc1nc(N)nc(COC(=O)C2=COCCO2)n1` gave GSK3 alpha inh 1.
`CCCn1c(SCC(=O)NC(=O)NCc2ccccc2)n[nH]c1=O` gave GSK3 alpha inh 1.
`Cc1ccc(OCCNC(=O)CCNS(=O)(=O)c2ccc3ccccc3c2)cc1` gave GSK3 alpha inh -3.
`CC(Sc1nc2ncc(Cl)cc2[nH]1)C(=O)NC1(C#N)CCCCC1` (stereo not drawn) gave GSK3 alpha inh 0.
For CCN(CC)S(=O)(=O)c1ccc(N2CCOCC2)c(NC(=O)COc2ccccc2C)c1 the results were GSK3 alpha inh -5.
COCC(C)n1c(C)cc(C(=O)CSc2nnnn2C2CCCC2)c1C (stereo not drawn) was read as GSK3 alpha inh -1.
For CN(CC(=O)Nc1ccccc1Br)C(=O)CN1CCN(Cc2ccc(Cl)cc2)CC1 the results were GSK3 alpha inh 0.
`COc1ccc(OCc2nnc(SCC(=O)Nc3cccc(C(C)=O)c3)o2)cc1` gave GSK3 alpha inh 1.
Screening CCCCn1c(N)c(N(CCOC)C(=O)CCC2CCCCC2)c(=O)[nH]c1=O returned GSK3 alpha inh 0.
Screening C[C@@H]1CN([C@H](C)CO)C(=O)c2cccc(NC(=O)NC3CCCCC3)c2O[C@@H]1CN(C)C(=O)Nc1ccc(C(F)(F)F)cc1 returned GSK3 alpha inh -1.

Looked up by structure from the entries so far (seven):
`Cc1ccc(OCCNC(=O)CCNS(=O)(=O)c2ccc3ccccc3c2)cc1` gave GSK3 alpha inh -3.
For Cc1ccsc1C(=O)OCc1nnc(-c2ccccc2)o1 the results were GSK3 alpha inh -2.
`CCCn1c(SCC(=O)NC(=O)NCc2ccccc2)n[nH]c1=O` gave GSK3 alpha inh 1.
`CN(C)c1ccc(-c2ccc3oc(-c4ccsc4)cc(=O)c3c2)cn1` gave GSK3 alpha inh -1.
Screening Cc1ccc(C(=O)NCN2CCN(c3ccc(F)cc3)CC2)cc1 returned GSK3 alpha inh -2.
Screening CC(=O)c1ccc(OCCCC(=O)NNC(=O)c2ccccn2)cc1 returned GSK3 alpha inh -4.
Screening Cc1ccccc1OCC(=O)OCC(=O)NCc1ccc2c(c1)OCO2 returned GSK3 alpha inh -1.

The list continues:
O=C(COC(=O)c1ccc2ncsc2c1)NCc1ccc(F)cc1 was read as GSK3 alpha inh -5.
For CC(C)CCNC(=O)c1ccccc1SCC(=O)NC1CCCCCCC1 the results were GSK3 alpha inh 2.
For C[C@H]1NC(=O)[C@@]2(C)[C@@H](c3ccccc3)[C@H]3COc4ccccc4[C@@H]3N2C1=O the results were GSK3 alpha inh -1.
`COc1cc2c(C#CCCCO)c(-c3ccsc3)oc(=O)c2cc1OC` gave GSK3 alpha inh 2.
CC1CC(C)CN(C(=O)C(C)N2CCN(S(=O)(=O)c3ccc(Br)s3)CC2)C1 (stereo not drawn) was read as GSK3 alpha inh -1.
Screening O=C(NN1C(=O)NC2(CCCCC2)C1=O)c1ccc(-c2ccccc2Cl)o1 returned GSK3 alpha inh -2.
Screening CCCC(NC(=O)C(C)Sc1nnnn1C1CC1)c1ccccc1 (stereo not drawn) returned GSK3 alpha inh 0.
CC(C)[C@H](NC(=O)c1ccco1)C(=O)OCC(=O)c1ccc(Br)s1 was read as GSK3 alpha inh 0.
CCOc1ccc(C(=O)NCC(=O)NCC(c2ccco2)N2CCCCC2)cc1 (stereo not drawn) was read as GSK3 alpha inh -2.
Screening CCN(CC)S(=O)(=O)c1ccc(C(=O)NNC(=O)C2COc3ccccc3O2)cc1 (stereo not drawn) returned GSK3 alpha inh 2.
Screening COc1cc(C(=O)OCC(=O)Nc2ccccc2C(=O)NC2CC2)c([N+](=O)[O-])cc1OC returned GSK3 alpha inh 1.
Screening Cc1ccc(NC(=O)COC(=O)c2c(-c3ccccc3)noc2C)cc1 returned GSK3 alpha inh -7.
`O=C(COC(=O)Cc1ccc(S(=O)(=O)N2CCOCC2)s1)Nc1ccc([N+](=O)[O-])cc1` gave GSK3 alpha inh -2.
`Cc1cc(C)cc(C(=O)NCC(=O)OCC(=O)NC2CC2)c1` gave GSK3 alpha inh 0.
`Cc1ccc(S(=O)(=O)N2CCN(C(=O)CCOc3cc(C)ccc3C)CC2)cc1` gave GSK3 alpha inh 6.
CC1CC(C)CN(C(=O)CNC(=O)c2sc3ccccc3c2Cl)C1 (stereo not drawn) was read as GSK3 alpha inh 0.
For CCC1CCC2(CC1)NC(=O)N(CC(=O)Nc1cccc(S(=O)(=O)N(C)c3ccccc3)c1)C2=O (stereo not drawn) the results were GSK3 alpha inh -2.
Screening CCOC(=O)c1cc(-c2ccccc2C)n(Cc2cc(C)no2)n1 returned GSK3 alpha inh -1.
CCc1c(C2(O)CCCCC2)[nH]c2cnccc12 was read as GSK3 alpha inh 2.
`Cn1c(N)c(C(=O)CSc2nnc(C3CC3)n2N)c(=O)n(C)c1=O` gave GSK3 alpha inh 0.
For CC(C)(C)OC(=O)NCc1ccc(NC(=O)c2nc[nH]c2C(=O)NCCCCNC(=O)c2[nH]cnc2C(=O)Nc2ccc(CNC(=O)OC(C)(C)C)cc2)cc1 the results were GSK3 alpha inh -1.
`N#Cc1ccccc1OCC(=O)NNC(=O)CNC(=O)c1cccc(Br)c1` gave GSK3 alpha inh 1.
For COc1ccc(C(=O)OCc2ccc(C)cc2)cc1S(=O)(=O)N1CCOCC1 the results were GSK3 alpha inh 4.
`C=CCn1c(SCC(=O)N(CC)C2CCS(=O)(=O)C2)nc2sc3c(c2c1=O)CCC3` (stereo not drawn) gave GSK3 alpha inh -4.
Screening Cc1cccc(COC(=O)CCCNC(=O)c2ccc(Cl)cc2)c1 returned GSK3 alpha inh 0.
For O=C(Cn1ccc(NC(=O)OCc2ccccc2)nc1=O)NCc1ccc2c(c1)OCO2 the results were GSK3 alpha inh 2.
Screening CCCCNS(=O)(=O)NC(=O)C1=C(N2CCCC2)COC1=O returned GSK3 alpha inh 0.
Cc1cc(NC(=O)COC(=O)CNS(=O)(=O)c2c(F)cc(F)cc2Br)no1 was read as GSK3 alpha inh -4.
Screening COc1ccc(CN2CCN(C(=O)c3cc(C4CC4)nn3-c3ccccc3)CC2)cc1F returned GSK3 alpha inh -3.
Screening CC(OC(=O)C1CCCCC1)C(=O)Nc1cccc([N+](=O)[O-])c1 (stereo not drawn) returned GSK3 alpha inh -1.
C[C@H]1CN=C(N(C)C)N1CCc1ccc(F)cc1 was read as GSK3 alpha inh 2.
NC(=O)c1cc([N+](=O)[O-])ccc1NCc1cccc([N+](=O)[O-])c1 was read as GSK3 alpha inh 44.
O=C(COC(=O)/C=C/c1cccc(Cl)c1)Nc1cccc(S(=O)(=O)NC2=NCCC2)c1 was read as GSK3 alpha inh -4.
Screening CCN(c1ccccc1)S(=O)(=O)c1ccc(C(=O)Nc2c(C)n(C)n(-c3ccccc3)c2=O)cc1 returned GSK3 alpha inh 0.
Screening NS(=O)(=O)c1cccc(NC(=O)COC(=O)CCN2C(=O)c3ccccc3C2=O)c1 returned GSK3 alpha inh -12.
`COc1ccccc1CNC(=O)CN1C(=O)NC2(CCCc3sccc32)C1=O` (stereo not drawn) gave GSK3 alpha inh 2.
For CCN(C[C@H]1N[C@@](CC)(C(=O)OC)[C@H]2C(=O)N(Cc3ccccc3)C(=O)[C@@H]12)C(=O)NC(C)C the results were GSK3 alpha inh -1.
`C#CCOCCOCCOCCNc1nc(N2CCN(C(=O)[C@H](CO)n3cc([C@@H](N)C(C)C)nn3)CC2)nc(N2CCN(C(=O)[C@H](CCC(=O)O)n3cc([C@@H](N)[C@H](C)CC)nn3)CC2)n1` gave GSK3 alpha inh -4.
Screening CC[C@H]1C/C=C\Cc2ccccc2[C@H](C(=O)C[C@@H](O)CC(C)=O)OC1=O returned GSK3 alpha inh 0.
CS(=O)(=O)c1ccc(C(=O)OCC(=O)NC(=O)C2COc3ccccc3O2)cc1[N+](=O)[O-] (stereo not drawn) was read as GSK3 alpha inh -2.
For O=C(COC(=O)c1cc[n+]([O-])cc1)Nc1ccc(Br)cc1 the results were GSK3 alpha inh 0.
Screening CCc1sc(C(=O)Nc2ccc(OC)c(S(=O)(=O)N3CCOCC3)c2)cc1C returned GSK3 alpha inh 0.
`Cc1ccc(C(=O)N2CCN(c3cccc(C)c3C)CC2)cc1S(=O)(=O)N1CCOCC1` gave GSK3 alpha inh -1.
CN(C(=O)c1ccc(NC(=O)Cc2cccc(NC(=O)C3CCN(C(=O)CCc4ccccc4)CC3)c2)cc1)C1CCCC1 was read as GSK3 alpha inh -3.
For COCCn1c(SCC(=O)Nc2cc(C)on2)nc2ccccc2c1=O the results were GSK3 alpha inh 0.
NS(=O)(=O)c1cccc2c1c([N+](=O)[O-])cc1nc(O)c(O)nc12 was read as GSK3 alpha inh 1.
Screening COc1cc(NC(=O)c2ccc(OCc3c(C)noc3C)c(OC)c2)cc(OC)c1 returned GSK3 alpha inh -4.
`Cc1csc2nc(COC(=O)c3ccc(Cl)c([N+](=O)[O-])c3)cc(=O)n12` gave GSK3 alpha inh -12.
CN(C)c1ccc(NC(=O)COC(=O)c2ccc3c(c2)OCO3)cc1 was read as GSK3 alpha inh -2.
`CSCCC(NC(=O)c1ccco1)C(=O)NNC(=O)c1n[nH]c(=O)c2ccccc12` (stereo not drawn) gave GSK3 alpha inh 0.
Screening CCN(C(=O)COC(=O)COc1ccc(Cl)c(C)c1)C1CCS(=O)(=O)C1 (stereo not drawn) returned GSK3 alpha inh -1.
CN(CC(=O)Nc1ccccc1Br)C(=O)COc1ccc2ccccc2c1 was read as GSK3 alpha inh -2.
`Cc1ccc([C@@H]2CC=C(C(=O)O)CN2S(=O)(=O)c2ccc(C)cc2)cc1` gave GSK3 alpha inh -2.
Screening CCOc1ccc(CCNC(=O)COC(=O)c2ccc[nH]c2=O)cc1OCC returned GSK3 alpha inh 0.
`CC(=O)N1CCN(S(=O)(=O)c2cccc(C(=O)NC3CCCC3)c2)CC1` gave GSK3 alpha inh -3.
`Cc1ccc(O)c(N)c1` gave GSK3 alpha inh -1.
`CSc1ccccc1C(=O)OCC(=O)NCCN1C(=O)CSC1=O` gave GSK3 alpha inh -4.
CCOc1ccc(C(=O)N(CC)CC(=O)Nc2ccc3c(c2)OCCO3)cc1 was read as GSK3 alpha inh 3.
`O=C(CCNC(=O)c1ccccc1Cl)NN=Cc1ccco1` gave GSK3 alpha inh 1.
For Cc1ccc(NC(=O)C2CCCN2C(=O)c2cccs2)cc1C (stereo not drawn) the results were GSK3 alpha inh -1.
Screening O=C(COC(=O)c1cc(Cl)nc(Cl)c1)NCc1ccc2c(c1)OCO2 returned GSK3 alpha inh 2.
For C=CC[C@H](CC(=O)N[C@H](CO)Cc1ccccc1)C(=O)N[C@@H](COC(=O)[C@@H](CC=C)Cc1ccc(F)cc1)Cc1c[nH]c2ccccc12 the results were GSK3 alpha inh -1.
`CC(Oc1ccc2c(-c3ccccc3)cc(=O)oc2c1)C(=O)N1CCOCC1` (stereo not drawn) gave GSK3 alpha inh 2.
Cn1c(=O)c2c(ncn2CC(=O)OCC(=O)Nc2ccc(F)cc2Cl)n(C)c1=O was read as GSK3 alpha inh -7.
Screening COc1cc(C(=O)OCC(=O)Nc2c(C)n(C)n(-c3ccccc3)c2=O)c([N+](=O)[O-])cc1OC returned GSK3 alpha inh -1.
Cc1nn(C)c(C)c1NS(=O)(=O)c1c(C)n[nH]c1C was read as GSK3 alpha inh -2.
Screening COC(=O)[C@@]12CCCCN1[C@H](c1ccc(-c3cc(C(C)=O)cs3)c(OC)c1)[C@H]1C(=O)N(C)C(=O)[C@H]12 returned GSK3 alpha inh -1.
Screening COc1cccc(NC(=O)/C=C/c2ccc(S(=O)(=O)N3CCOCC3)cc2)c1 returned GSK3 alpha inh -4.
Cc1ccc(N(CCC#N)C(=O)CSc2nc3ccccc3c(=O)[nH]2)cc1 was read as GSK3 alpha inh -1.
Screening Cc1ccc(OCCC(=O)OCC(=O)c2c(N)n(CC(C)C)c(=O)n(C)c2=O)cc1 returned GSK3 alpha inh 0.
C[C@]12c3[nH]c4ccccc4c3CCN1C(=O)C(CC(=O)NCCc1ccccn1)C[C@@H]2C(=O)N1CCCCC1 (stereo partly drawn) was read as GSK3 alpha inh 1.
For COc1ccc(CC(=O)OCC(=O)NC2CCCC(C)C2C)cc1OC (stereo not drawn) the results were GSK3 alpha inh -4.
`CC(=O)NC(C)c1cc(F)c2cccnc2c1O` (stereo not drawn) gave GSK3 alpha inh -2.

In the list so far, 5 have a furan ring, fused or not:
Screening O=C(NN1C(=O)NC2(CCCCC2)C1=O)c1ccc(-c2ccccc2Cl)o1 returned GSK3 alpha inh -2.
CC(C)[C@H](NC(=O)c1ccco1)C(=O)OCC(=O)c1ccc(Br)s1 was read as GSK3 alpha inh 0.
CCOc1ccc(C(=O)NCC(=O)NCC(c2ccco2)N2CCCCC2)cc1 (stereo not drawn) was read as GSK3 alpha inh -2.
`CSCCC(NC(=O)c1ccco1)C(=O)NNC(=O)c1n[nH]c(=O)c2ccccc12` (stereo not drawn) gave GSK3 alpha inh 0.
`O=C(CCNC(=O)c1ccccc1Cl)NN=Cc1ccco1` gave GSK3 alpha inh 1.
